# PLCg1 inh: inhibitors of human phospholipase C gamma1 | purified PLC-gamma1, fluorogenic substrate, fluorescence | inhibition, % at 12.2 µM | 370,000 tested, 0.84% active; in the data active means inhibition above about 9.5%
# HGIII-sPLA2 inh: Inhibits HGIII-sPLA2 liposome hydrolysis, primary screen; inhibition, % at 12.2 µM; QFRET BODIPY PC-A2 liposome hydrolysis, fluorescence; AID 743126; Q9NZ20; 370,000 tested, 0.56% active;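 active means inhibition above mean plus 3 SD of compounds lying within the high and low control bounds, cut at about 19% in these data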;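 further: 0% = median of test compound wells and 100% = no enzyme DMSO wells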
# Tn7 DDE FP: inhibitors of Tn7 peptide binding to human fibrin DD(E); FP displacement of FITC-Tn7 peptide from fibrin DD(E); 0% = median of compound wells per plate; inhibition, % at 8.3 µM; 370,000 tested, 0.13% active;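 active means inhibition above the mean of compounds falling within the control limits plus 3 SD of them, cut at about 14% in these data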;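 further: 0% = plate median of compound wells and 100% = 10 µM Aha-Tn7 peptide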
#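 Assay system: Fibrin-DD(E) protein isolated from polymerized human fibrin clots; read-out basis: percent inhibition; medium: Tris/NaCl/CaCl2 buffer, pH 7.8; signal: FP measurement; incubation: 10 min plus 3 h, room temperature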
# proKLK7 act: proKLK7 (human) activation, primary screen. P49862. purified proKLK7, EDANS-DABCYL substrate fluorescence; 100% is mature enzyme control, 0% vehicle. activation, % at 7 µM. 370,000 tested, 0.9% active;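 active means activation above the mean of all tested compounds plus 3 SD, computed per campaign excluding outliers beyond control limits, cut at about 13% in these data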
# Target sequence (P49862 whole entry, looked up): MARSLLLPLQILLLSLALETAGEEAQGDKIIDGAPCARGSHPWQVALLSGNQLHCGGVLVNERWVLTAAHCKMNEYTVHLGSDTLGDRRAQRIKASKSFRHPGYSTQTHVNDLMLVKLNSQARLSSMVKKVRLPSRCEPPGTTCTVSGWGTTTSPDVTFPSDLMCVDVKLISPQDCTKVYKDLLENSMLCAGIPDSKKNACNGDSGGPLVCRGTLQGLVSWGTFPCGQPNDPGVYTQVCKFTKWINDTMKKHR
# NR1D1 modulator: modulators of human Rev-erb alpha DNA binding; Rev-erbα–FITC-DNA binding, fluorescence polarization, 90 min; 370,000 tested, 0.79% active; AID 1259318; activity, % at 10 µM;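 active means activity above about 14%, limit read from the data; passing the limit was not always enough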;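 further: 0% = DMSO wells with 35 nM protein and 100% = DMSO wells with 750 nM protein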
# Target sequence (P20393 whole entry, looked up): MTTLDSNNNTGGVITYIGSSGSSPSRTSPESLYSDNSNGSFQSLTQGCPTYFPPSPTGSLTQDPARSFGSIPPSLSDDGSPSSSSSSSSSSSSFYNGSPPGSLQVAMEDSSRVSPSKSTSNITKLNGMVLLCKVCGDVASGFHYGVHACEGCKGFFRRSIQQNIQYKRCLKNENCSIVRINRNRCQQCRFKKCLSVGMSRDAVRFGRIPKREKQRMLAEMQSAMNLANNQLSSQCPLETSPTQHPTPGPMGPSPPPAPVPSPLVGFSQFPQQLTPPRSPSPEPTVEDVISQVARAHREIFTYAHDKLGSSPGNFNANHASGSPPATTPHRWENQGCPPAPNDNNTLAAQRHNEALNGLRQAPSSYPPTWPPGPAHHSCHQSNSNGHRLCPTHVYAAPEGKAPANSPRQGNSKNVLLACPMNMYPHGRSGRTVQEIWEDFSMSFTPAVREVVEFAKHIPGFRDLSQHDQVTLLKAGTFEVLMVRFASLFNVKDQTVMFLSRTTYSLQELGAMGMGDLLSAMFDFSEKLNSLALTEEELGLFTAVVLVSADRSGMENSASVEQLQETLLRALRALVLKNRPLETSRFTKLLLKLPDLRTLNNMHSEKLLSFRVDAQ
# DDE Tn6 FP inh: disrupts Tn6 cyclic peptide binding to fibrin D-Dimer-E complex; 370,000 tested, 0.21% active; inhibition, % at 8.3 µM; Fibrin DD(E) TRITC-Tn6 fluorescence polarization displacement; P02675;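 active means inhibition above a per-campaign cutoff: mean of compounds within control limits plus 3 SD, cut at about 15% in these data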;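 further: 0% = median of all compound wells on the plate and 100% = blocking peptide control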
# ASAP1 inh: blocks human ASAP1-stimulated Arf1 GTP hydrolysis. Q9ULH1. GDP FP detection. inhibition, % at 16.5 µM. 360,000 tested, 0.19% active. AID 624377; in the data active means inhibition above about 25%;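 further: 0% = vehicle with enzyme and substrate and 100% = no enzyme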
# UHRF1 MBD2 ctr: UHRF1 methyl-DNA binding inhibition. UHRF1 binding to methylated oligo, TR-FRET. AID 687016. inhibition, % at 4.4 µM. 370,000 tested, 0.75% active. Q96T88; in the data active means inhibition above about 21%;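 further: UHRF1 SRA domain binding a hemimethylated CpG hairpin DNA probe; 0% = median of test compound wells and 100% = reference inhibitor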
# ARFGAP1 inh: rat ARFGAP1 inhibition | Q62848 | Arfgap1-stimulated ARF1 GTP hydrolysis, GDP FP detection | inhibition, % at 16.5 µM | 360,000 tested, 0.26% active;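 active means inhibition above a per-plate limit, mean inhibition of low control wells plus 3 SD, cut at about 25% in these data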;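 further: 0% = DMSO wells with enzyme and 100% = wells lacking Arfgap1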
#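 Repeats: one replicate per compound; assay system: rat Arfgap1 catalytic domain, aa 1-136; times: enzyme reaction 120 min at 25 °C after 20 min preincubation; detection: FP of antibody-bound GDP Alexa 633 tracer, ex 620/em 688 nm; benchmarks: high control wells lacking Arfgap1, low control full reaction with DMSO; reagent: human ARF1(Δ1-17)-GTP substrate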
# PLC-beta3 inh: PLC-beta3 (human) inhibition, primary screen | Q01970 | Purified PLC-beta3, fluorogenic substrate, fluorescence | inhibition, % at 12.2 µM | 370,000 tested, 0.18% active; in the data active means inhibition above about 11%;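 further: 0% = median of compound wells on plate and 100% = full blocker control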
# * = called active by the depositor; . = not tested or not shown.
SMILES,PLCg1 inh,HGIII-sPLA2 inh,Tn7 DDE FP,proKLK7 act,NR1D1 modulator,DDE Tn6 FP inh,ASAP1 inh,UHRF1 MBD2 ctr,ARFGAP1 inh,PLC-beta3 inh
O=C(CSCCc1ccccn1)Nc1cccnc1Cl,-1,2,-3,0.6,-5,-10,14,4,-9,-1
CCOc1ccc(OCC(=O)OCC(=O)NNC(=O)c2ccc([N+](=O)[O-])cc2)cc1,1,-14,2,-0.1,-2,1,-11,-5,4,-8
C[C@H](CO)N1C[C@H](C)[C@@H](CN(C)C(=O)c2cccnc2)Oc2ncc(Br)cc2C1=O,3,0,-2,0.8,-6,-3,-5,-1,3,3
Cc1cccc(-c2cc3nc4c(c(N5CCC6(CC5)OCCO6)n3n2)CCCC4)c1,-7,-2,2,-0.1,0,6,-7,1,-5,-5
CCOC(=O)C1=C(N)Oc2c(oc(CO)cc2=O)C1c1ccc(F)cc1 (stereo not drawn),0,11,5,0.1,4,-1,6,2,-4,0
CC(C)[C@H](NC(=O)c1ccccc1F)C(=O)NC1CCCCCCC1,4,7,-1,-0.1,-2,4,-11,-1,2,-5
Fc1ccc(C(c2nnnn2CCc2ccccc2)N2CCCc3ccccc32)cc1 (stereo not drawn),1,-3,-2,-0.8,1,-6,12,0,-3,1
CCn1c(COc2ccc(=O)n(-c3ccccc3)n2)nnc1SCc1cccc(OC)c1,1,1,2,0.2,1,4,7,0,-3,-1
CCOC(=O)c1sc2nc3n(c(=O)c2c1C)CCC(C)CC3 (stereo not drawn),0,-6,1,-0.4,0,7,6,4,-1,2
Cc1noc2ncnc(N3CCN(c4ccc(F)cc4)CC3)c12,0,-2,-8,-0.1,.,0,-7,1,11,-2
CC(C)c1ccc(C2N3CC4([N+](=O)[O-])CN2CC([N+](=O)[O-])(C3)C4(C)C)cc1 (stereo not drawn),5,1,2,0.1,6,-1,4,-4,-4,8
Cc1nn(-c2ccc(F)cc2)c2sc(C(=O)O)cc12,0,-7,-2,0.2,-1,2,-7,10,12,2
COc1cc(C(=O)Nc2scc(-c3ccc(Br)cc3)c2C(=O)O)cc(OC)c1OC,-66,-8,-4,0.3,-4,3,-25,-1,1,-91
Cc1cc(=O)n2nc(N3CCCC(C(=O)NCc4ccc(Cl)cc4)C3)sc2n1 (stereo not drawn),0,2,1,1.2,5,4,0,1,-3,-1
COc1ccc(/C=N/n2cnc3scc(-c4cccs4)c3c2=O)cc1OC,-1,5,10,0.1,-4,7,1,8,8,-4
COC(=O)Nc1ccc2c(c1)Nc1ccccc1CC2,-5,8,5,0.1,8,3,18,2,14,-11
COC(=O)c1ccccc1NC(=O)C1CCN(S(C)(=O)=O)CC1,3,3,3,0.1,7,-11,-2,0,-9,2
CCOC(=O)c1c(C)nc2ccc(C)cn12,2,2,-3,-0.5,-2,-2,3,-2,8,1
CCCC[N+](C)(C)CCC(=O)NC(C)(C)CS(=O)(=O)[O-],-3,-1,-4,-0.1,0,-4,-2,10,0,1
C=CCn1c(CCc2ccccc2)nnc1SCC(=O)OC,3,0,-1,-0.2,-2,-9,-3,-2,-5,2
Cc1ccc2cc(C#N)c(SCC(=O)NCc3ccco3)nc2c1,-43,-6,6,-1.0,6,2,-12,-6,-7,-71
Cc1cc(C)cc(N(CC(=O)N2CCCC2)S(C)(=O)=O)c1,-1,1,5,-0.2,1,5,4,2,1,-7
O=C(Nc1ccccc1N1CCCC1)c1ccc(Cl)c(S(=O)(=O)N2CCOCC2)c1,-8,-2,-8,0.8,-4,1,3,2,-7,-13
COc1ccc(NC(=O)C2CCCN2S(=O)(=O)c2ccc3c(c2)CCC(=O)N3)cc1Cl (stereo not drawn),-1,-5,1,-0.6,1,0,4,2,8,-1
Cc1c(C(=O)NCc2cccc(C(F)(F)F)c2)sc(=O)n1Cc1ccc(F)cc1,0,2,2,0.3,-6,10,-1,-1,2,0
O=C(c1cccc(S(=O)(=O)N2CCc3ccccc32)c1)N1CCN(CCO)CC1,3,1,5,0.3,3,0,12,-2,13,-3
Cn1c(=O)c2c(ncn2CC(=O)OCc2ccccc2)n(C)c1=O,5,0,-8,-0.3,1,5,10,2,-20,1
Cc1ccc2c(Cl)cc(Cl)c(OCc3c(C)noc3C)c2n1,7,10,-4,0.3,-3,3,-3,2,11,5
NS(=O)(=O)c1ccc(NC(=O)/C=C/c2ccco2)cc1,-4,-4,-1,-0.1,-4,-11,-2,6,7,-8
CC(NC(=O)C(C(=O)c1cccc([N+](=O)[O-])c1)n1cc(Cl)ccc1=O)c1ccccc1 (stereo not drawn),-1,25*,0,-0.1,5,1,11,5,10,-4
COCCCN1C(=O)c2ccc(C(=O)N3CCN(c4ccc(OC)cc4)CC3)cc2C1=O,1,6,1,0.1,5,7,-9,2,-3,-4
CSc1sc(-c2nnc(SCC(=O)Nc3ccccc3)n2C)c2c1C=CCC2,-3,-3,-3,-3.4,4,-2,11,0,6,-7
COc1ccc(-c2cnn3c(N)c(S(=O)(=O)c4ccccc4)cnc23)cc1,-1,-4,5,-0.2,-2,-7,-1,-1,3,-1
COc1ccccc1C(O)(c1ccccc1)c1ccccc1OC,5,7,1,0.5,-9,-5,-12,2,-3,2
CCOC(=O)c1cnc2nc(C)nn2c1N,1,3,3,0.0,2,-6,-6,0,-1,-3
CC1C(=O)N(Cc2cn(CC3CCCCC3)nn2)CCS(=O)(=O)N1Cc1ccc(-c2ccncc2)cc1 (stereo not drawn),0,-2,1,1.2,-3,5,-2,-3,-2,-3
O=C(Cc1ccc(-n2c(=O)[nH]c3ccccc3c2=O)cc1)N1CCN(c2ccccc2)CC1,3,-5,-6,0.6,0,-3,3,0,14,0
COc1cccc(CCNC(=O)C2CCCN(c3ncnc4c3nc3n4CCCCC3)C2)c1OC (stereo not drawn),-1,4,-2,0.6,4,-3,3,0,11,-7
O=C(OCCOCCN=C1NS(=O)(=O)c2ccccc21)c1ccncc1,1,-4,-6,0.0,-3,1,-3,-1,-4,-2
O=C(Nc1cc(S(=O)(=O)N2CCOCC2)ccc1OCC(F)(F)F)C1CCCC1,0,0,6,-0.6,-6,4,-2,0,-8,0
Cc1ccc(Cl)cc1NC(=O)CNC(=O)N1CC(=O)Nc2ccccc21,-1,-1,5,0.1,-2,-3,3,2,1,-9
CCOc1ccccc1NC(=O)Nc1cnccn1,1,1,2,0.2,-2,2,10,-2,0,0
COc1cc(OC)cc(C(=O)Nc2cccc(NC(C)=O)c2)c1,2,4,-6,0.2,-1,-1,7,1,17,-2
Cc1cc(/C=N/NC(=O)C(=O)NCc2ccccn2)c(C)n1-c1cccc(Br)c1,-12,-10,-3,-0.2,3,-8,-12,-6,-10,-17
COc1cccc(CNC(=O)CCC2CCCN(C(=O)c3cc4ccccc4o3)C2)c1 (stereo not drawn),-1,-5,4,-0.1,2,3,2,1,4,-4
COc1ccc(CCNC(=O)c2n[nH]c(=O)c3ccccc23)cc1,0,11,3,0.8,-10,-2,-6,8,10,1
Nc1ncnc2c1cnn2C1CCCCC1,-4,9,2,-0.2,1,1,3,3,-4,-9
O=C(NCc1ccco1)C1CC(=O)N(CCc2ccccc2)C1 (stereo not drawn),0,-1,3,-0.2,0,-2,-6,0,-4,-2
COc1cc(OC)cc(C(=O)NCCOc2ccccc2)c1,6,-6,-6,-0.2,0,0,-5,5,6,-1
NS(=O)(=O)c1cccnc1Nc1c(Cl)cccc1Cl,1,0,-4,0.0,-5,-10,7,21*,-14,-4
O=C(O)Cc1sc(Nc2ccc(F)cc2)nc1-c1cccs1,-28,-1,2,0.3,-3,-2,-7,-1,-10,-43
COc1ccc(NC(=O)N(C)C[C@@H]2OCc3cnnn3CCCC(=O)N([C@H](C)CO)C[C@H]2C)cc1,1,6,0,0.3,-6,4,10,-1,-1,-2
COc1cccc(N2CCN(c3cnc4ccccc4n3)CC2)c1,-10,-7,-5,0.9,1,-9,-2,0,1,-15

# High-throughput results deposited in PubChem by several laboratories.
